NPC1 promoter act: activators of NPC1 promoter; AID 485313; Huh7 NPC1 promoter luciferase reporter, 24 h; 320,000 compounds, 2.4% hits; Potency, µM (doses to about 9.22 µM), for inactives: at the highest dose activation, actives largely listed as activators;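 note: potency is the fitted concentration of half-maximal effect; % of control where 0% means no effect; nearly all actives have a fitted effect of over 60% in size; reporter is driven by a mutant NPC1 promoter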
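NPC1 promoter–luciferase Huh7 cells; 24 h compound; luminescence.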
RORgamma inh: inhibitors of mouse ROR gamma transcriptional activity. P51450. Drosophila S2 Gal4-RORgamma UAS-luciferase reporter, 20 h. Potency, µM (titrated, usually from 53.6 µM), for inactives: top-dose activity change, negative = inhibition, most hits filed as inhibitors. 310,000 compounds, 5.4% hits. AID 2551; note: potency is the fitted concentration of half-maximal effect; % is set by controls: 0 for no effect and ±100 for the full control effect; nearly all actives have a fitted effect of over 60% in size
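Read-out: Photinus luciferase luminescence; inhibitors lower reporter signal. Insect Schneider cells with Gal4-ROR gamma fusion under metallothionein promoter, UAS reporter; 700 uM final copper sulfate induction, 20 hr, ambient temperature.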
uPA surface inh: cell surface uPA generation inhibition | cell surface uPA generation assay, qHTS | Potency, µM (titrated, usually from 38.3 µM), for inactives: top-dose activity change, negative = inhibition, actives largely listed as inhibitors | 330,000 compounds, 0.31% hits | AID 540303; active = well fitted inhibition curve with a large enough effect; inconclusive = small, poorly fitted or top-dose-only effect; inactive = no such curve, though single readings can be large or run the other way; tested in mouse RAW 264.7 cells; note: potency is the fitted concentration of half-maximal effect; % is set by controls: 0 for no effect and ±100 for the full control effect; nearly all actives have a fitted effect of over 55% in size
Giardia kill: kills Giardia lamblia; Giardia lamblia trophozoite viability; activity change, % at 7.66 µM, hits read low; 340,000 compounds, 0.15% hits; AID 540267; in the data active = activity change below about -80%; inconclusive = between about -30% and that limit;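 note: parasites exposed to compound for two days anaerobically before the ATP read; % is set by controls: 0 for no effect and ±100 for the full control effect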
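Luminescence from cellular ATP indicates surviving trophozoites (100 cells/well) following 48 hrs anaerobic compound treatment at 37 deg C; signal develops 15-30 min at room temperature.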
Rab9 prom act: activates the Rab9 promoter | Huh7 Rab9 promoter-luciferase reporter, luminescence, 24 h | 320,000 compounds, 2.8% hits | Potency, µM (doses to about 9.22 µM), for the others: at the top dose activation, negative = inhibition, actives largely listed as activators; note: potency is the fitted concentration of half-maximal effect; % of control where 0% means no effect; nearly all actives have a fitted effect of over 60% in size
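Luminescence from Amplite-detected luciferase (10 minutes, ambient) reports Rab9 promoter activation. Before that, stable Rab9-luciferase Huh7 cells (1500/well, reduced-serum OP-MEM I plus 10% FBS) were exposed to compound for 24 hours at 37C.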
VP16 counter: inhibits Gal4-VP16 luciferase reporter, ROR gamma counter-screen | AID 2546 | Drosophila S2 Gal4-VP16 UAS-luciferase, luminescence, 20 h | 310,000 compounds, 3.5% hits | Potency, µM (doses to about 53.6 µM), without a hit: at the highest dose activity, negative = inhibition, usual class: inhibitors;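 note: Gal4-VP16 expression switched on by copper sulfate through the metallothionein promoter; potency is the fitted concentration of half-maximal effect; % is set by controls: 0 for no effect and ±100 for the full control effect; nearly all actives have a fitted effect of over 50% in size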
FLuc modulator: counter-screen for miR-21 project: firefly luciferase inhibitors or activators. P08659. purified FLuc, Km substrates, luminescence inhibition. Potency, µM (titrated, usually from 57.5 µM), for the others: at the highest dose activity change, negative = inhibition, actives largely listed as inhibitors. 360,000 compounds, 6.9% hits. AID 588342;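 note: potency is the fitted concentration of half-maximal effect; plate controls were vehicle for no effect and reference inhibitor for full effect; nearly all actives have a fitted effect of over 55% in size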
Target sequence (P08659 whole entry, looked up): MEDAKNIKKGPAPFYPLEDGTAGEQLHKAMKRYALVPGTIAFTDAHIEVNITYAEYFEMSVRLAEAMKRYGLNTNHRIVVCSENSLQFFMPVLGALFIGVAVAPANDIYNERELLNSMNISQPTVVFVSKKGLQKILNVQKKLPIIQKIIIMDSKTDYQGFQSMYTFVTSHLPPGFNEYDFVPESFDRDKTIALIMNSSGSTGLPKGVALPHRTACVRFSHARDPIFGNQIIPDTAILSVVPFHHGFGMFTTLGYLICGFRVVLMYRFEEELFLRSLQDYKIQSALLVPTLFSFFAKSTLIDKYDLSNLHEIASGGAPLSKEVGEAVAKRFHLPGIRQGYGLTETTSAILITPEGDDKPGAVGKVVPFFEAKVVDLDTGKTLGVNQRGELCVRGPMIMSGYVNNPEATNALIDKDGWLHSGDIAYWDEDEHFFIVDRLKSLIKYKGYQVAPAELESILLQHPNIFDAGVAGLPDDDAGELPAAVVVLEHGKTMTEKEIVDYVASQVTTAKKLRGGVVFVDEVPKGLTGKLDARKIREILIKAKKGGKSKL
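Biochemical qHTS of compounds, final roughly 60 µM downward over six points, against 10 nM purified firefly luciferase using Km concentrations of substrates (10 uM D-luciferin, 10 uM ATP) in Tris acetate pH 7.5 buffer; luminescence output.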
FBPA coupling cs: inhibits coupling enzyme system, counter-screen for aldolase hits; activity change, negative = inhibition, % at 58.2 µM, hits read low; 290,000 compounds, 0.67% hits; coupling enzyme system counterscreen, AmpLite Red fluorescence; in the data active = activity change below about -30%; note: % is set by controls: 0 for no effect and ±100 for the full control effect
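Fluorescence at 525 nm excitation and 598 nm emission measured inhibition of the coupled detection system without aldolase. Compounds (at 57.5 uM final) were preincubated 10 min at room temperature with coupling enzyme reagent before a 20 min substrate/AmpLite Red step.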
KCNH2 3.1 inh: inhibitors of human KCNH2 3.1 potassium channel isoform. U2OS KCNH2 3.1, thallium flux FluxOr; hits give low values. activity change, % (tested at about 1.8 µM). 340,000 compounds, 0.95% hits;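 active = maximum activity change below -70%; inconclusive = maximum activity change from -70% to -50%; inactive = maximum activity change above -50%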;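 note: thallium influx rate constant from kinetic fluorescence after stimulation buffer; % is set by controls: 0 for no effect and ±100 for the full control effect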
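Kinetic fluorescence (2 min after stimulation buffer) measures Tl+ influx through KCNH2 3.1 expressed by viral transduction in U2OS cells; the rate constant is normalized against DMSO controls serving as positive and negative references.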
ELG1 genotox: inducers of genotoxicity in HEK293T ELG1-luciferase cells. Potency, µM (titrated, usually from 46 µM), for inactives: at the top dose activity change, positive = activation, usual class: activators. 330,000 compounds, 1.3% hits. AID 504466. HEK293T ELG1-luciferase reporter, luminescence, 16 h; note: potency is the fitted concentration of half-maximal effect; % of control where 0% means no effect; nearly all actives have a fitted effect of over 60% in size
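HEK293T cells expressing luciferase-tagged ELG1 were treated with compound or DMSO for 16 hr at 37°C. Luciferase activity was then read after 30 min with ONE-Glo at room temperature; rising signal flags genetic stress.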
Tb PFK inh: blocks T. brucei phosphofructokinase. O15648. T. brucei PFK, ADP-Glo luminescence. Potency, µM (series often up to 57.5 µM), for inactives: at the highest dose activity, negative = inhibition, most hits filed as inhibitors. 330,000 compounds, 0.17% hits. AID 485367;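 note: potency is the fitted concentration of half-maximal effect; 0% = uninhibited 1x PFK enzyme wells and -100% = no-enzyme wells; nearly all actives have a fitted effect of over 60% in size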
Target sequence (O15648 whole entry, looked up): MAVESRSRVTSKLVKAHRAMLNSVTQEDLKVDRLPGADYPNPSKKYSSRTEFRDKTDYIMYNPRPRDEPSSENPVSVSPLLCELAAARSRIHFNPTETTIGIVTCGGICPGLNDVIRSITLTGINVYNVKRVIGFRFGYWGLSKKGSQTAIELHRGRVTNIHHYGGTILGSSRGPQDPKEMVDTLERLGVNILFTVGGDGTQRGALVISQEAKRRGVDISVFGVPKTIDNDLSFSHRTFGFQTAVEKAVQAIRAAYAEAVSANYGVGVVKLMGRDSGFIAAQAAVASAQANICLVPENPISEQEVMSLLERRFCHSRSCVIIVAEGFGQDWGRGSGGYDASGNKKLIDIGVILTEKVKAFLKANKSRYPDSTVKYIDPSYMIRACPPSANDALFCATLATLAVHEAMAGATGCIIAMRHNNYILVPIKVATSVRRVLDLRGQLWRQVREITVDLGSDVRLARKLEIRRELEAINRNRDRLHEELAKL
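In TEA buffer at pH 8.0 with 5 mM MgCl2, enzyme (1.25 nM) converted F6P (0.5 mM) and ATP (0.1 mM) for 45 min at room temperature. ADP product was read by luciferase luminescence.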
An asterisk follows results filed as active; ? = inconclusive; . = no result given. Unless noted, calls come from the whole dose curve; as a rule, active = well fitted curve in the direction sought with a large enough effect; inconclusive = small, poorly fitted or top-dose-only effect, or another doubt; inactive = no such curve, though single readings can be large; an effect the other way counts as inactive or inconclusive.

SMILES | NPC1 promoter act | RORgamma inh | uPA surface inh | Giardia kill | Rab9 prom act | VP16 counter | FLuc modulator | FBPA coupling cs | KCNH2 3.1 inh | ELG1 genotox | Tb PFK inh
O=C(COC(=O)c1c(F)cccc1F)NCc1ccc2c(c1)OCO2 | -8% | . | -4% | -13 | -8% | . | . | . | 21 | 2% | 0%
O=C1c2cc(Cl)ccc2OC2(CCNCC2)C12CC(c1ccccc1)=NO2 (stereo not given) | 3% | 22% | -8% | -6 | -5% | 5% | 3% | 0 | -9 | 4% | -7%
c1ccc(-c2nnc(SCC3CCCCO3)nc2-c2ccccc2)cc1 (stereo not given) | -3% | -2% | 2% | 2 | -3% | 4% | -14% | -1 | 2 | -8% | 3%
CCS(=O)(=O)c1ccc2c(c1)N(S(C)(=O)=O)CC(C(=O)NCc1ccccc1OC)O2 (stereo not given) | -5% | ? | -1% | 2 | -3% | ? | 0% | 4 | -8 | -2% | 0%
O=C(/C=C/c1ccccc1O)c1ccc(Cl)cc1 | -1% | ? | -15% | -27 | 25% | ? | 3.4µM* | -2 | -1 | 10% | -2%
CC(=O)c1ccc(S(=O)(=O)NCCC(=O)NC2CCN(Cc3ccccc3)CC2)cc1 | . | . | 2% | 15 | . | . | . | . | -18 | -2% | 0%
O=[N+]([O-])c1ccc(-c2csc(N3CCc4ccccc4C3)n2)cc1 | -6% | -16% | 6% | 11 | -6% | -8% | -1% | -2 | 9 | 0% | 0%
CCOCCCNC(=O)c1ccc(OC)c(OC2CCN(C(C)C)CC2)c1 | -3% | -2% | 13% | 5 | -2% | 4% | -5% | -2 | 4 | -1% | 0%
CCC(=O)N(Cc1ccco1)c1nc(C(=O)Nc2ccc(Cl)cc2)c(C)s1 | 8% | ? | -3% | 3 | 2% | -8% | -19% | -2 | -21 | -3% | 7%
Cc1c(Nc2nc(-c3ccccc3)cs2)c(=O)n(-c2ccccc2)n1C | 0% | 37% | 3% | 6 | 2% | -8% | -1% | 1 | 7 | 6% | -2%
COc1ccc(N=C2SC(CC(=O)Nc3ccccc3)C(=O)N2CC2CCCO2)cc1 (stereo not given) | -3% | 0% | 4% | 5 | -8% | 0% | -2% | 2 | -9 | -1% | -2%
CN1/C(=C/C(=O)CSc2ccccc2C(=O)O)C(C)(C)c2ccccc21 | 1% | 2% | 2% | 8 | 0% | -7% | -1% | 18 | 3 | -5% | 0%
CCC1CCCCN1S(=O)(=O)c1ccc(C(=O)Nc2nnc(C3=COCCO3)o2)cc1 (stereo not given) | -4% | 0.89µM* | ? | 0 | -9% | 1µM* | 8% | . | 1 | -11% | 2%
O=C(NC1CCCCC1)c1cc([N+](=O)[O-])ccc1N1CCOCC1 | 0% | -1% | . | -10 | -3% | -8% | 1% | 0 | -28 | 2% | 2%
COCCn1c(Cc2ccccc2)nnc1SCc1ccc([N+](=O)[O-])cc1 | 1% | -2% | -4% | 7 | 2% | 5% | 6% | 2 | 2 | 2% | 4%
CCOC(=O)NCc1ccc2c(c1)cc(C)n2C | 1% | 24% | 2% | 14 | 2% | 9% | -14% | 1 | 1 | 8% | 5%
Cc1c(NC(=O)c2ccc3c(c2)C(=O)N(Cc2ccco2)C3=O)cccc1C(=O)O | 0% | 2% | 2% | -12 | -9% | 11% | 15µM* | 0 | 0 | 1% | 7%
COc1ccc(NC(=O)C(c2ccccc2)N(C)C(=O)CNC(C)=O)cc1 (stereo not given) | 6% | 6% | 1% | -6 | 0% | -1% | -5% | 4 | 0 | 0% | -3%
COc1ccc(CNC(=S)N/N=C/c2ccc(OC)c(OC)c2)cc1 | -1% | 11µM* | -3% | 28 | 5% | ? | ? | 7 | -15 | 9% | -6%
CCNS(=O)(=O)c1ccc(CCC(=O)N2CCN(C(=O)OCC)CC2)cc1 | -1% | . | 1% | -21 | 1% | . | 0% | 0 | -4 | 1% | 1%
O=S(=O)(c1ccc(SCc2ccccc2)nc1)N1CCCC1 | 8% | . | -4% | 25 | 0% | . | -2% | . | -1 | 1% | -10%
N#CC1=C(N)C(C#N)(C#N)[C@H](c2c(F)cccc2F)[C@H]2CC3(CC=C12)OCCO3 | -9% | -35% | . | -4 | -5% | -3% | -1% | -3 | 13 | 5% | -20%
COc1cccc(C(=O)CN2CCN(S(=O)(=O)c3ccc(Br)cc3)CC2)c1 | 1% | -38% | 2% | -19 | 4% | -17% | -2% | -1 | -1 | 0% | 6%
CC(=O)c1ccc(N2CCN(C(=O)COc3ccc(F)cc3)CC2)c(F)c1 | 0% | ? | 1% | 9 | -7% | ? | -3% | 1 | -8 | -8% | -5%
CNC(=O)C(=O)Nc1c(O)c2ccccc2[nH]c1=O | 1% | 3% | 7% | -8 | -1% | -1% | 0% | 1 | 9 | 2% | -5%
CCOC(=O)c1ccc(NC(=O)Nc2ccn(C)n2)cc1 | ? | 24% | . | 8 | ? | 10% | ? | 0 | 18 | 18% | 19%
COc1cccc(C2C3=C(N=c4s/c(=C\c5cccc(O)c5)c(=O)n42)c2ccccc2CC3)c1OC (stereo not given) | -3% | 7% | 7% | -4 | -8% | -11% | -1% | 2 | 6 | 0% | -1%
O=C(N/N=C/c1cccs1)C(O)c1ccccc1 (stereo not given) | 2% | 31% | -3% | -11 | 15% | 19% | -2% | -3 | 4 | 0% | -4%
CCc1cc2c(=O)[nH]c(Cc3ccc(OC)cc3)nc2s1 | 3% | 16% | 4% | -3 | 16% | 5% | 5% | 3 | 5 | 7% | 0%
COc1ccc2c(c1)Sc1ccccc1N2CCN(C)C | 0% | -22% | -3% | 2 | -4% | 1% | -1% | -6 | -1 | 3% | 0%
Cc1ccc(-n2nc(N)c3c(=O)oc(N(C)C)nc32)cc1 | -4% | 17% | -4% | -8 | -5% | -9% | -1% | 1 | -2 | 0% | 1%
O=C(Oc1ccc2ccccc2c1)C1CCC1 | -2% | 33% | 2% | -4 | 0% | -4% | 24µM* | 0 | -2 | 0% | 0%
CCc1ccc(NC(=O)Cn2cnc3sc(C)c(S(=O)(=O)N4CCOCC4)c3c2=O)cc1 | 4% | 17% | 8% | -16 | -5% | -8% | 2% | 2 | 24 | -2% | 2%
CC(=O)c1c(C)n([O-])c2ccc(C)cc2[n+]1=O | 6% | 5% | -2% | ? | 2% | 5% | 0% | -6 | 8 | 2% | -1%
COc1ccc(-n2nc(C(=O)NCC(=O)N3CCC(C(N)=O)CC3)c3ccccc3c2=O)cc1OC | -1% | -15% | -3% | -2 | -2% | -10% | 12µM* | 0 | 17 | -1% | 1%
O=C(Nc1ccnc(-c2cccnc2)n1)c1ccccc1Cl | -2% | 20% | 1% | 0 | 4% | 4% | 6% | 6 | 1 | -4% | 0%
CCn1c2ccccc2c2cc(C3C(C#N)=C(N)OC4=C3C(=O)CC(C)(C)C4)ccc21 (stereo not given) | 2% | 6% | . | . | -5% | 7% | 2% | 0 | . | 0% | 4%
Cc1cc(C(=O)COC(=O)C2CCN(C(=O)c3ccc(Cl)cc3)CC2)c(C)n1CC1CCCO1 (stereo not given) | -4% | 21% | -29% | -24 | 8% | 0% | 15µM* | 1 | -22 | 10% | 10%
CCOc1ccc(S(=O)(=O)/N=C(/c2ccccc2)N(C)C)cc1 | -8% | -19% | 1% | -9 | -5% | 2% | 1% | 0 | -5 | 1% | 0%

Molecules listed so far containing a cyano group (2):
SMILES | NPC1 promoter act | RORgamma inh | uPA surface inh | Giardia kill | Rab9 prom act | VP16 counter | FLuc modulator | FBPA coupling cs | KCNH2 3.1 inh | ELG1 genotox | Tb PFK inh
N#CC1=C(N)C(C#N)(C#N)[C@H](c2c(F)cccc2F)[C@H]2CC3(CC=C12)OCCO3 | -9% | -35% | . | -4 | -5% | -3% | -1% | -3 | 13 | 5% | -20%
CCn1c2ccccc2c2cc(C3C(C#N)=C(N)OC4=C3C(=O)CC(C)(C)C4)ccc21 (stereo not given) | 2% | 6% | . | . | -5% | 7% | 2% | 0 | . | 0% | 4%

An excerpt from above in order of SMILES length, ascending.
SMILES | NPC1 promoter act | RORgamma inh | uPA surface inh | Giardia kill | Rab9 prom act | VP16 counter | FLuc modulator | FBPA coupling cs | KCNH2 3.1 inh | ELG1 genotox | Tb PFK inh
CCc1cc2c(=O)[nH]c(Cc3ccc(OC)cc3)nc2s1 | 3% | 16% | 4% | -3 | 16% | 5% | 5% | 3 | 5 | 7% | 0%
COc1ccc(CNC(=S)N/N=C/c2ccc(OC)c(OC)c2)cc1 | -1% | 11µM* | -3% | 28 | 5% | ? | ? | 7 | -15 | 9% | -6%
CCc1ccc(NC(=O)Cn2cnc3sc(C)c(S(=O)(=O)N4CCOCC4)c3c2=O)cc1 | 4% | 17% | 8% | -16 | -5% | -8% | 2% | 2 | 24 | -2% | 2%

Assay outcomes from PubChem BioAssay.
